Compound activity: PubChem BioAssay, The Scripps Research Institute Molecular Screening Center
M5 ag = human M5 muscarinic receptor agonists, primary screen, CHO-K1 cells, Fluo-8 calcium fluorescence; activation, % at 3 µM; 360,000 compounds, 0.19% hits; Muscarinic acetylcholine receptor M5 (Homo sapiens), P08912; AID 624037, 2012; CHO-K1 hM5 cells; 0% DMSO wells, 100% maximal acetylcholine response;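 active = activation above the run's mean over test compounds plus 3 SD, cut at about 23% in these data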;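 note: signal is peak over basal fluorescence ratio across the kinetic read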
Target sequence (P08912 whole entry, looked up): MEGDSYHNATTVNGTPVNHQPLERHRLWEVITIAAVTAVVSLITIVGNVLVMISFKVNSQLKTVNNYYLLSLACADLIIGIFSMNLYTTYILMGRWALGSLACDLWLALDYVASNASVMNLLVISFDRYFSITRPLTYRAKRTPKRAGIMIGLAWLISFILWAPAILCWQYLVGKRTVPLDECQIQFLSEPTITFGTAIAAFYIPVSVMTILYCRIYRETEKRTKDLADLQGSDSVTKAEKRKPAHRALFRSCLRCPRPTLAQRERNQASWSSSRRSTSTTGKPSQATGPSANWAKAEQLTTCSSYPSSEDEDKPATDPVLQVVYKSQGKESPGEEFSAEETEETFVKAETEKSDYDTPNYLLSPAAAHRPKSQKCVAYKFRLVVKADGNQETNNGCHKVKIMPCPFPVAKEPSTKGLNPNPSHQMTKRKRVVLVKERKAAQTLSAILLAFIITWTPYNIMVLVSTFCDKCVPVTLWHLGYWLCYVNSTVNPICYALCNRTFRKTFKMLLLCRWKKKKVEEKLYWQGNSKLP
TAAR1 ag = human TAAR1 agonists, primary screen, Fluo-8 calcium fluorescence, CHO RD-HGA16 cells; activation, % at 3 µM; vehicle wells 0%, saturating PEA agonist 100%; 360,000 compounds, 0.99% hits; Trace amine-associated receptor 1 (Homo sapiens), Q96RJ0; AID 624467, 2012;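 active = activation above the mean activation of all test compounds in the run plus 3 SD, cut at about 38% in these data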
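Assay system – CHO-derived RD-HGA16 cells with stable Gα16 and human TAAR1 · Compound dosing – one-point dosing at 3 µM (nominal) · Incubation – 17-24 h seeding, 75 min 37 °C dye, 30 min RT · Measured by – kinetic Fluo-8 calcium fluorescence · Control set – DMSO vehicle as 0%, PEA at EC100 as 100% · Repeats – single well for each compound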
CHRM4 agonist = human M4 muscarinic receptor agonists, primary screen, CHO-K1 cells, Fluo-8 calcium fluorescence; Muscarinic acetylcholine receptor M4 (Homo sapiens), P08173; CHO-K1 hM4/Gqi5; vehicle 0%, full acetylcholine response 100%; activation, % at 3 µM; 360,000 compounds, 0.14% hits;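 active = activation above the run mean over all test wells plus 3 SD, cut at about 32% in these data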;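 note: peak over basal fluorescence ratio per well then scaled between controls; 0% = DMSO wells and 100% = acetylcholine at EC100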
M1 antag = human M1 muscarinic receptor antagonists, primary screen, CHO-K1 cells, Fluo-8 calcium fluorescence, 1536-well; 360,000 compounds, 1.3% hits; AID 588852, 2011; CHO-K1 hM1, ACh EC80 antagonist; inhibition, % at 3 µM; Muscarinic acetylcholine receptor M1 (Homo sapiens), P11229;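 active = percent inhibition above its own plate's cutoff, namely the mean of that plate's compound wells plus 3 SD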;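 note: peak over basal fluorescence ratio during 140 s after agonist addition; 0% = ACh EC80 plus DMSO and 100% = DMSO alone without agonist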
Target sequence (P11229 whole entry, looked up): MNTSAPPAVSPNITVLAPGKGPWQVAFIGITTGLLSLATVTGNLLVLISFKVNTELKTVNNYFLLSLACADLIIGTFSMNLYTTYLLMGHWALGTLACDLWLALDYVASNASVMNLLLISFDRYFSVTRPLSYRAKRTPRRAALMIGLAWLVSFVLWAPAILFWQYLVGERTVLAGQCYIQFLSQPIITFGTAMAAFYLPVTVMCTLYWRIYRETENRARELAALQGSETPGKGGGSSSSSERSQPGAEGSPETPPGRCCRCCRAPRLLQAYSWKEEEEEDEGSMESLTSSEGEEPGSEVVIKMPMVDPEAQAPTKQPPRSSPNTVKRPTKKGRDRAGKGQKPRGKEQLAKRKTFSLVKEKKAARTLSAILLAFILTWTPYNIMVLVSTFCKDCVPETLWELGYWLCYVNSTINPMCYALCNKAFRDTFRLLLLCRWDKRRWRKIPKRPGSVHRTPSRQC
CHRM1 PAM = human M1 muscarinic receptor positive allosteric modulators, primary screen, CHO-K1 cells, Fluo-8 calcium fluorescence, 1536-well | CHO-K1 hM1, ACh EC20; 0% = ACh EC20, 100% = maximal ACh | activation, % at 3 µM | 360,000 compounds, 0.088% hits | AID 588819, 2011 | Muscarinic acetylcholine receptor M1 (Homo sapiens), P11229; in the data active = activation above about 19%, passing the limit was not always enough
CHRM5 PAM = human M5 muscarinic receptor positive allosteric modulators, primary screen, CHO-K1 cells, Fluo-8 calcium fluorescence; CHO-K1 hM5, ACh EC20 PAM; 0% = ACh EC20, 100% = ACh EC100; activation, % at 3 µM; 360,000 compounds, 0.3% hits; AID 624038, 2012;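 active = activation above the run cutoff, the mean activation of all test compounds plus 3 SD, cut at about 18% in these data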
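System – CHO-K1 hM5 cells · Compound – 3 µM, single dose · Incubation – compound preincubation 140 s before EC20 acetylcholine addition · Technique – Fluo-8 calcium fluorescence · Measure – Max/basal fluorescence ratio as % of EC20–EC100 ACh window · Benchmarks – low control EC20 acetylcholine (0%), high control EC100 acetylcholine (100%) · Replication – singlicate, one well per test compound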
CHRM4 antagonist = human M4 muscarinic receptor antagonists, primary screen, CHO cells, Fluo-8 calcium fluorescence. Muscarinic acetylcholine receptor M4 (Homo sapiens), P08173. CHO-hM4 cells, ACh EC80. inhibition, % at 3 µM. 360,000 compounds, 0.73% hits. AID 624125, 2012;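 active = inhibition above its plate's cutoff, the mean inhibition of sample wells plus 3 SD, cut at about 27% in these data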;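 note: 0% = acetylcholine EC80 with DMSO and 100% = DMSO without agonist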
CHRM1 agonist = human M1 muscarinic receptor agonists, primary screen, Fluo-8 calcium fluorescence, CHO-K1 cells, HTS. activation, % at 3 µM. Muscarinic acetylcholine receptor M1 (Homo sapiens), P11229. AID 588814, 2011. CHO-K1 hM1, agonist mode; 0% DMSO, 100% acetylcholine EC100. 360,000 compounds, 0.33% hits;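 active = activation above the run's mean compound activation plus 3 SD, cut at about 16% in these data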;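 note: peak over basal fluorescence ratio within a 140 s kinetic read after compound addition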
CHRM5 antagonist = human M5 muscarinic receptor antagonists, primary screen, CHO cells, Fluo-8 calcium fluorescence. Muscarinic acetylcholine receptor M5 (Homo sapiens), P08912. CHO-hM5 cells, ACh EC80. inhibition, % at 3 µM. 360,000 compounds, 0.59% hits;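 active = inhibition above a per-plate cutoff, the mean of that plate's test compounds plus 3 SD, cut at about 27% in these data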;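 note: 0% = acetylcholine EC80 with DMSO and 100% = DMSO without agonist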
Starred values were filed as active, the others as inactive; · = not tested or not shown. Only part of the results is shown, so the mix of outcomes need not match the whole.

SMILES | M5 ag | TAAR1 ag | CHRM4 agonist | M1 antag | CHRM1 PAM | CHRM5 PAM | CHRM4 antagonist | CHRM1 agonist | CHRM5 antagonist
CC1Cc2cccc3c(O)c(C(=O)c4nn[nH]n4)c(=O)n1c23 (stereo unspecified) | 0 | 1 | -1 | -15 | 10 | -2 | -7 | -1 | -2
O=C(NC1CCN(C(=O)Nc2ccc(F)cc2)CC1)c1cccc(F)c1 | 1 | 2 | 2 | -4 | 1 | 3 | 8 | 2 | 14
Cc1cnc(C(=O)OCC(=O)Nc2cc(-c3cc(C)c(C)cc3C)nn2-c2ccccc2)cn1 | -4 | -1 | 0 | -9 | 9 | 4 | -6 | -6 | -1
Nc1nc(N(Cc2ccccc2)Cc2ccccc2)nc(C(F)(F)F)n1 | -7 | 17 | -1 | 5 | -4 | -15 | 0 | -5 | 8
CCc1cc(C(=O)NCC(c2ccco2)N2CCCCC2)sc1C (stereo unspecified) | -11 | -2 | 0 | 29* | -19 | -13 | 3 | -9 | 21
COc1ccccc1NS(=O)(=O)c1cc(NC(=O)Cc2n[nH]c(=O)c3ccccc23)ccc1Cl | -4 | 4 | 6 | -1 | -1 | -10 | -1 | -4 | 21
O=C(NNc1ccc(F)cc1)c1c(F)cccc1Cl | 1 | 1 | 0 | -15 | 16 | 11 | -2 | 0 | -1
COc1ccc(Cl)cc1NC(=O)CSc1nc(N2CCOCC2)nc(N2CCOCC2)n1 | -4 | 1 | 1 | -7 | 6 | -1 | 2 | -2 | -2
CCc1ccccc1NC(=O)CN1CCN(CC(=O)Nc2cc(C)ccc2OC)CC1 | -2 | 6 | 2 | -5 | 8 | 0 | -2 | -3 | 9
COCCCN1C(=O)C(=O)/C(=C(/O)c2ccc(OC(C)C)cc2)C1c1ccncc1 (stereo unspecified) | 2 | 7 | 2 | -1 | 11 | -2 | -8 | 7 | 1
CCc1cccc(C)c1N1C(=O)CN(Cc2ccccc2)C1=S | -4 | 5 | · | -11 | 3 | -2 | -29 | -8 | -8
Cc1ccccc1NC(=O)Cc1nc(COC(=O)c2ccc(O)cc2O)cs1 | 4 | 5 | 9 | -5 | 5 | -3 | 10 | 2 | 5
Cc1ccc(OCC(=O)Nc2cccc(S(=O)(=O)N3CCOCC3)c2)c([N+](=O)[O-])n1 | 3 | 4 | 4 | -4 | 7 | -5 | -17 | -8 | -7
Cc1ccc(C)c(OCCC(=O)Nc2cccc(S(=O)(=O)N3CCCCC3)c2)c1 | 1 | 8 | 10 | 4 | 0 | -18 | 0 | -1 | 14
Cc1cccc(N2CN=C3SCC(=O)N3C2)c1 | 1 | 1 | 1 | -14 | 12 | 13 | -2 | -4 | -7
COc1ccc(-c2noc(-c3csc([C@@H]4O[C@H](CO)[C@H](O)[C@H](O)[C@H]4O)n3)n2)cc1OC | 1 | 0 | 0 | -19 | 11 | -2 | -8 | 0 | 2
O=C(c1ccccc1NS(=O)(=O)c1ccc(Br)cc1)N1CCOCC1 | 0 | 0 | 1 | -12 | 7 | -3 | -5 | -3 | 18
Cc1ccc2c(cnn2C(=O)CCC(=O)NCc2cccc(Cl)c2)c1 | -1 | -2 | 1 | -4 | -5 | -2 | -1 | -12 | -1
O=C(CN(Cc1ccccc1Cl)C(=O)c1ccc(CN2CCOCC2)o1)NCC1CCCO1 (stereo unspecified) | -6 | 4 | 0 | -10 | 10 | 3 | -3 | -3 | -5
O=[N+]([O-])c1cnc(Nc2ccc(Cl)cn2)c([N+](=O)[O-])c1 | -1 | -1 | 4 | 0 | -2 | -2 | 11 | -1 | 8
CCN(CC(=O)Nc1cc(Cl)ccc1C)C(=O)c1ccc2c(c1)NC(=O)C(C)S2 (stereo unspecified) | 2 | 6 | 10 | -4 | 5 | -4 | -2 | -4 | 3
Nc1ccc(S(=O)(=O)Nc2nccc(/C=C/c3ccc([N+](=O)[O-])cc3)n2)cc1 | -4 | -1 | 2 | -10 | 2 | 0 | -1 | -3 | -7
C[C@H]1CN=C(Nc2ccccc2)N1CCCC1CCCCC1 | -11 | 10 | 8 | 16 | -14 | -3 | 12 | -9 | 6
Cc1cccc(NC2CCCCC2NS(=O)(=O)c2ccccc2)c1 (stereo unspecified) | -3 | -4 | -1 | 1 | -2 | -8 | 2 | -5 | 20
CN(C)c1ccc(/C=N/OC(=O)Nc2ccccc2)cc1 | -5 | 3 | 1 | 0 | 5 | -3 | 0 | -4 | 5
Clc1ccc(CNc2ncnc3[nH]ncc23)cc1Cl | 1 | 7 | 7 | 16 | -16 | -11 | 2 | 0 | 15
O=C(CCCC(=O)NNC(=O)Nc1ccccc1)NNC(=O)Nc1ccccc1 | -4 | 3 | 1 | 10 | -8 | -1 | 1 | -2 | 11
CN(C)CCNC(=O)c1ccc2nc([C@@H]3O[C@H](CO)[C@H](O)[C@H](O)[C@H]3O)[nH]c2c1 | 0 | 4 | 0 | 4 | -6 | -4 | -2 | -3 | -1
CN1CCN(C(=O)c2cnn3c(C(F)(F)F)cc(-c4ccc5c(c4)OCO5)nc23)CC1 | -1 | 11 | 0 | -5 | 12 | -1 | -7 | -7 | -3
Cc1nonc1CN(C)C(=O)CC1C(=O)NCCN1Cc1c(F)cccc1Cl (stereo unspecified) | 1 | 3 | 0 | -8 | 10 | -5 | 14 | -5 | 4
CCCn1c(SCC(=O)Nc2cc(C)on2)n[nH]c1=O | 3 | 3 | 0 | -6 | 6 | -2 | 1 | -3 | 3
CC(=O)c1cccc(NC(=O)N2CCCC2C(=O)Nc2ccccc2C)c1 (stereo unspecified) | -4 | 5 | 2 | -34 | 6 | 6 | -15 | -2 | -6
O=C(O)COc1ccc(/C=N/O)cc1Br | 0 | 7 | 1 | -14 | 11 | 3 | 5 | -1 | 5
O=C(COC(=O)c1ccc(Cl)nc1)NCCc1ccc(Cl)cc1 | -2 | -1 | 2 | 7 | -6 | 2 | 2 | -1 | 4
O=C(c1c[nH]c2ccc(S(=O)(=O)N3CCOCC3)cc2c1=O)N1CCN(c2ccccn2)CC1 | -1 | 1 | 1 | -8 | 10 | 8 | -7 | -3 | -5
COc1cc(S(=O)(=O)NCC2COCCO2)ccc1-n1cnnn1 (stereo unspecified) | 3 | 0 | 1 | -36 | 8 | -2 | -12 | 0 | -2
O=C(CSc1ncnc2sccc12)N1CCCCC1 | -2 | 2 | 3 | -13 | 6 | 3 | 1 | -3 | 3
CCSc1ccc(-c2cc(NC=O)c3ncc(-c4cc(OC)c(OC)c(OC)c4)n3c2)cc1 | 1 | 0 | 2 | -6 | 6 | -2 | -2 | 0 | 2
Cc1ccccc1N1C(=O)CC(Sc2nnc(-c3ccccc3)o2)C1=O (stereo unspecified) | 0 | 4 | 4 | -6 | 4 | -3 | -1 | -2 | -2
O=C(N/N=C/c1ccc(N2CCOCC2)o1)c1cccc(C(F)(F)F)c1 | 4 | -1 | -1 | -4 | 5 | 0 | -6 | -3 | 3
CCN(CC)Cc1cc(Nc2c3ccccc3nc3c4ccccc4n(C)c23)cc(CN(CC)CC)c1O | -2 | 1 | 0 | -3 | -3 | 4 | 1 | -9 | 7
COc1ccc(CCNC(=O)c2c(O)c3ccccc3n(C)c2=O)cc1 | 2 | 1 | 0 | -8 | 4 | -2 | 6 | -3 | 14
CC(=O)c1cccc(NC(=O)C2CC(=O)N(Cc3ccccc3)C2)c1 (stereo unspecified) | 0 | 1 | 1 | -3 | 1 | -5 | -6 | -3 | -9
CC1(C(=O)Nc2ccc(F)cc2F)CCN1C(=O)CCC1CCCC1 (stereo unspecified) | -1 | -1 | -1 | -16 | 4 | -2 | -6 | -6 | 9
CC1Sc2ccc(S(=O)(=O)CCC(=O)N(C)Cc3ccccc3)cc2NC1=O (stereo unspecified) | -2 | 3 | 10 | -3 | -3 | -11 | -7 | 8 | 24
CC(C)(C)c1ccc(S(=O)(=O)n2c(CN3CCOCC3)nc3ccccc32)cc1 | -4 | 4 | 1 | -12 | 9 | -1 | -5 | 0 | 1
CCn1cc(C(=O)NC(C)C23CC4CC(CC(C4)C2)C3)cn1 (stereo unspecified) | -3 | -1 | -2 | -9 | 5 | -3 | 0 | -4 | -2
C/C(=N\Nc1nc(N2CCCCC2)nc(N2CCOCC2)n1)c1ccccc1O | 4 | -1 | 9 | -6 | 0 | -6 | -4 | -10 | 6
CC1(C)CC(=O)N(CC(=O)NCc2ccccc2)c2ccccc2S1(=O)=O | 1 | 1 | 2 | -16 | 6 | -1 | -9 | -2 | 1
COc1ccc(C2/C(=C(/O)c3ccccc3)C(=O)C(=O)N2CO)cc1 (stereo unspecified) | -9 | 16 | 0 | -26 | 5 | -2 | -2 | -5 | 1
COc1ccc(NC(=O)c2cccc(N3C(=O)c4cccc([N+](=O)[O-])c4C3=O)c2)cc1 | -6 | -1 | 0 | -1 | 11 | -7 | -3 | 0 | 13
CCN(CC)S(=O)(=O)c1ccc(NC(=O)c2cc(=O)[nH]c3ccccc23)cc1 | 1 | 1 | 1 | -18 | 11 | -1 | -11 | -2 | 4

Pulled one by one from the list above (4):
SMILES | M5 ag | TAAR1 ag | CHRM4 agonist | M1 antag | CHRM1 PAM | CHRM5 PAM | CHRM4 antagonist | CHRM1 agonist | CHRM5 antagonist
CCn1cc(C(=O)NC(C)C23CC4CC(CC(C4)C2)C3)cn1 (stereo unspecified) | -3 | -1 | -2 | -9 | 5 | -3 | 0 | -4 | -2
COc1ccc(C2/C(=C(/O)c3ccccc3)C(=O)C(=O)N2CO)cc1 (stereo unspecified) | -9 | 16 | 0 | -26 | 5 | -2 | -2 | -5 | 1
C/C(=N\Nc1nc(N2CCCCC2)nc(N2CCOCC2)n1)c1ccccc1O | 4 | -1 | 9 | -6 | 0 | -6 | -4 | -10 | 6
COc1ccc(NC(=O)c2cccc(N3C(=O)c4cccc([N+](=O)[O-])c4C3=O)c2)cc1 | -6 | -1 | 0 | -1 | 11 | -7 | -3 | 0 | 13
